# Screening results from PubChem.
# HepG2 viability – qHTS for Inhibitors of TGF-b: Cytotox Counterscreen. HepG2 CAGA-GFP viability, ATP luminescence, 18 h. Potency, µM (top dose mostly 46.1 µM), without a hit: at the top dose activity change, negative = cytotoxicity, most hits filed as cytotoxic. 410,000 compounds, 0.76% hits; note: potency is the fitted concentration of half-maximal effect; some results filed as inactive show a strong effect at the top dose
#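 CellTiter-Glo luminescence gave cytotoxicity after 18 hours at 37 degrees C. The cells were HepG2 CAGA-GFP in 1% FBS DMEM, stimulated with 500 pg/mL TGF-beta after compound addition. %Activity was normalised to no-cell wells (complete cell-killing) and DMSO (no toxicity), and curves were fitted and classified.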
# EPAC2 ag – qHTS for Agonist of cAMP-regulated guanine nucleotide exchange factor 4 (EPAC2): primary screen; AID 720711, 2013; EPAC2 activation, biochemical qHTS; response scale: 100% = 6.5 mM cAMP response; 360,000 compounds, 0.079% hits; Potency, µM (top dose mostly 154 µM), inactives show at the highest dose activation, actives largely listed as activators; Rap guanine nucleotide exchange factor 4 (Homo sapiens), Q8WZA2; note: potency is the fitted concentration of half-maximal effect; nearly all actives have a fitted effect of over 50% in size
# Target sequence (Q8WZA2 whole entry, looked up): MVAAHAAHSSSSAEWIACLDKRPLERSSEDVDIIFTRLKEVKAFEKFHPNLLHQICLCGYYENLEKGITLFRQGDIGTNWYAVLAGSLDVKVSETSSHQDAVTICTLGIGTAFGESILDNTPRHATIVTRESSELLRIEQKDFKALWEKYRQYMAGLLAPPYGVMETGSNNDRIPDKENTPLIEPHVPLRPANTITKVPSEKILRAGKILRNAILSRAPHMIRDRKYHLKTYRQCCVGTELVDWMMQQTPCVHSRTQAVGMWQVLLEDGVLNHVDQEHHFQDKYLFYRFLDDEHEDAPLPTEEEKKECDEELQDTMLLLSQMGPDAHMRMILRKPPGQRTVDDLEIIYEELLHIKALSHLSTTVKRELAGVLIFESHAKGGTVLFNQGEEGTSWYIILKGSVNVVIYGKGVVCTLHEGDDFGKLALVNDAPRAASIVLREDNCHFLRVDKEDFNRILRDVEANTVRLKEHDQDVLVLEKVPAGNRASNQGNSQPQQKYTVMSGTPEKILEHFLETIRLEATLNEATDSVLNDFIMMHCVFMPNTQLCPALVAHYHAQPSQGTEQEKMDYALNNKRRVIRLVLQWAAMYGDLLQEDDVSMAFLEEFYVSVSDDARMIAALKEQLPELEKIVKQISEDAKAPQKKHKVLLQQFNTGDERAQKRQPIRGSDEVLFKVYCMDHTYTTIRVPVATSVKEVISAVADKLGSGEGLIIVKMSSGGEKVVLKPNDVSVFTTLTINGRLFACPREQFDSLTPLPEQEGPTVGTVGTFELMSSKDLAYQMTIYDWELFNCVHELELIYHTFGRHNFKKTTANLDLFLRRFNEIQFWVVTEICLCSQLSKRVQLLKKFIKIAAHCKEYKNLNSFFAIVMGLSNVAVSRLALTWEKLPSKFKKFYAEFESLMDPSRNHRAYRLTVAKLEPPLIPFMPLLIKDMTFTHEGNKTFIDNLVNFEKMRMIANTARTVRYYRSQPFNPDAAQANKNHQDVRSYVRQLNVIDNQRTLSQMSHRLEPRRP
#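 Each well held 100 nM EPAC2, 250 nM RAP1B-BODIPY-GDP and 50 uM GDP. Fluorescence, read at 5-min intervals to 30 min, was referenced to a 6.5 mM cAMP positive control.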
# ATXN2 expr inh – Primary qHTS for Inhibitors of ATXN expression; 360,000 compounds, 0.72% hits; HEK-293 ATXN2-luciferase reporter, luminescence, 24 h; AID 1745845, 2022; Potency, µM (series often up to 57 µM), without a hit: top-dose activity change, negative = inhibition, hits mostly inhibitors; note: potency is the fitted concentration of half-maximal effect; % is set by controls: 0 for no effect and ±100 for the full control effect; nearly all actives have a fitted effect of over 55% in size
#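 qHTS (up to 57 uM final) was run with 24 h compound exposure of reporter cells at 37 °C. Each well was multiplexed: SteadyGlo luminescence measured ATXN2-luciferase expression after a fluorogenic Gly-Phe-AFC viability readout (25 uM final).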
# Nrf2 ARE act – qHTS of Nrf2 Activators. AREc32 ARE-luciferase reporter (MCF7-derived line), luminescence, 24 h. Potency, µM (titrated, usually from 46.1 µM), inactives show top-dose activation, most hits filed as activators. 410,000 compounds, 0.31% hits. AID 624171, 2012; note: potency is the fitted concentration of half-maximal effect; % of control where 0% means no effect; nearly all actives have a fitted effect of over 65% in size
#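 Luciferase luminescence (Steady-Glo, 30 min at room temperature) served as the read-out of ARE activation in AREc32 cells treated with compounds for 24 hr at 37 deg C.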
# IL-2 act – qHTS of IL-2 Activators | IL-2 activation reporter assay, cell-based qHTS; stimulated with anti-CD3/CD4/CD28 beads; in transgenic mouse T cells | activation, % (series mostly up to about 46 µM) | 360,000 compounds, 0.065% hits; in the data active = activation above about 50%; inconclusive = mostly about 30% to 49%; note: 0% is about no effect
#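 Screening format: compound pinned onto unstimulated transgenic mouse T cells, 60 min incubation, then anti-CD3/anti-CD4/anti-CD28 bead stimulation for 18 hours at 37 degrees C, followed by EGFP and DsRed detection.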
# ATXN viability – Viability Counterscreen for Primary qHTS for Inhibitors of ATXN expression | S2 cells (HEK-293 line with an ATXN2-luciferase reporter) viability, CellTiter-Fluor protease fluorescence, 24 h | Potency, µM (doses to about 56.7 µM), usual class: cytotoxic | 400,000 compounds, 0.49% hits; note: potency is the fitted concentration of half-maximal effect; nearly all actives have a fitted effect of over 40% in size
# TGFb inhibitor – qHTS for Inhibitors of TGF-b; HepG2 CAGA-GFP TGF-b/SMAD3 reporter, GFP fluorescence, 18 h; TGF-beta stimulated, 500 pg/mL final; Potency, µM (doses to about 46.1 µM), without a hit: at the top dose activity, negative = inhibition, actives largely listed as inhibitors; 410,000 compounds, 1.2% hits; AID 588855, 2011; note: potency is the fitted concentration of half-maximal effect; % is set by controls: 0 for no effect and ±100 for the full control effect; nearly all actives have a fitted effect of over 65% in size
#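 Read-out: total well GFP (ex488/em500-530) summed from mean per-cell fluorescence. Cells: HEPG2 CAGA-GFP, 1% FBS DMEM, 18 h at 37 degrees C with 500 pg/mL final TGF-beta. Unstimulated wells served as the full-inhibition control; stimulated DMSO wells = 0%.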
# A549 viability – Nrf2 qHTS screen for inhibitors: counterscreen for cytotoxicity; A549 ARE-Fluc cells, CellTiter-Fluor viability, 18-24 h; Potency, µM (doses to about 46 µM), for inactives: top-dose activity change, negative = cytotoxicity, most hits filed as inhibitors; 390,000 compounds, 0.16% hits; AID 504648, 2011; note: potency is the fitted concentration of half-maximal effect; % is set by controls: 0 for no effect and ±100 for the full control effect
#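 A549 ARE_Fluc cells in 5% FBS OPTI-MEM were exposed to compounds in concentration-response for 18-24 h at 37 deg C. Viability was read by CellTiter-Fluor fluorescence (Ex 405/Em 525) after 30 min, before the luciferase read.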
# Nrf2 inh – Nrf2 qHTS screen for inhibitors | A549 ARE-Fluc reporter, luciferase luminescence, 18-24 h | Potency, µM (series often up to 46 µM), inactives show at the highest dose activity change, negative = inhibition, hits mostly inhibitors | 360,000 compounds, 2.1% hits | AID 504444, 2011; note: potency is the fitted concentration of half-maximal effect; % is set by controls: 0 for no effect and ±100 for the full control effect; nearly all actives have a fitted effect of over 60% in size
#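 Quantitative HTS in A549 cells stably bearing an antioxidant response element-firefly luciferase construct. Inhibition of Nrf2-driven transcription was scored by luminescence after 18-24 h of compound exposure at 37 °C.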
# An asterisk follows results filed as active; i = inactive; ? = inconclusive; nt = not tested or not shown; [ ] = dose if it differs, or a comment. Unless noted, calls come from the whole dose curve; as a rule, active = well fitted curve in the direction sought with a large enough effect; inconclusive = small, poorly fitted or top-dose-only effect, or another doubt; inactive = no such curve, though single readings can be large; an effect the other way counts as inactive or inconclusive. Compounds were not picked by outcome; any-hit rate near 4.3%.
SMILES,HepG2 viability,EPAC2 ag,ATXN2 expr inh,Nrf2 ARE act,IL-2 act,ATXN viability,TGFb inhibitor,A549 viability,Nrf2 inh
Cc1ccc(C)c(NS(=O)(=O)c2ccc(-c3coc(C)n3)cc2)c1,-8%,7%,0%,0.3%,-3.7,i,-6%,0%,?
CCn1cnc2sc(C(=O)Oc3ccc(Br)cc3)c(C)c2c1=O,2%,9%,12%,2.3%,-0.1,nt,-17%,-10%,3%
Cc1cccc(C(=O)NC(=S)NNC(=O)Cc2ccccc2)c1,0%,9%,?,0.0%,4.0,i,-11%,-10%,?
Cc1ccc(C(=O)Nc2nnc(COc3ccccc3)s2)cc1,-15%,1%,-3%,-0.3%,0.7,i,2%,1%,13%
CCOC(=O)C1=C(C)Nc2ccccc2S1,3%,7%,0%,5.2%,-0.1,i,6%,-13%,26%
O=C(N/N=C/c1ccc(O)c(O)c1)C1c2ccccc2Oc2ccccc21,1%,7%,-6%,-0.8%,-0.2,i,-17%,4%,27%
CC(C)C(C(=O)Nc1ccc(S(N)(=O)=O)cc1)N1C(=O)c2ccccc2C1=O (configuration not stated),7%,5%,-20%,-0.3%,1.3,i,5%,-4%,-2%
CC(Oc1ccc(Br)cc1)C(=O)NC1CCCCCC1 (configuration not stated),-10%,4%,-17%,2.3%,-0.5,i,-5%,?,19%
COc1ccc(N2CCN(S(=O)(=O)CCNC(=O)c3ccc4c(c3)OCO4)CC2)cc1,4%,4%,5%,0.0%,0.4,i,14%,-6%,3%
CN1OC[C@@H]2CN(C(=O)CCc3ccccc3)[C@H](c3ccc(-n4ccnc4)cc3)C[C@@H]21,0%,3%,8%,0.5%,-0.1,i,0%,nt,nt
CC(C)=NNC1=NC(C)(C)Cc2ccccc21,-8%,8%,-9%,0.8%,0.7,i,-1%,2%,0%
CCCn1c(CCC(=O)O)ccc1-c1ccc(OC)cc1,-18%,9%,1%,0.6%,3.0,i,-1%,9%,-15%
CN(C(=O)c1cc2nc(-c3ccc4c(c3)OCO4)cc(C(F)(F)F)n2n1)c1ccc(OC(F)(F)F)cc1,0%,nt,10%,0.5%,nt,i,0%,11%,5%
COc1ccc(-c2oc3ncnc(NCCCO)c3c2-c2ccc(OC)cc2)cc1,-23%,6%,-31%,-0.4%,-0.8,i,?,-7%,?
COc1ccc(S(=O)(=O)N2CCOCC2)cc1NC(=O)COc1ccc2c(C)cc(=O)oc2c1,1%,-1%,-14%,-0.3%,-0.6,i,21%,-7%,-6%
Cc1ccc(S(=O)(=O)N(C)CC(=O)Nc2ccncc2)cc1,-4%,-6%,0%,-0.2%,1.0,i,-7%,-2%,?
O=S(=O)(NCC(c1ccc2c(c1)OCO2)N1CCOCC1)c1ccc(Br)cc1 (configuration not stated),-1%,-1%,1%,0.1%,-0.3,i,3%,4%,8%
CCN1C(=O)CSC1=Nc1ccc(C(=O)OC)cc1,4%,2%,nt,0.2%,-2.3,i,-6%,nt,nt
CC(=O)NC(CC(C)C)C(=O)O (configuration not stated),-2%,6%,6%,0.6%,1.1,i,28%,-5%,14%
CCOc1ccc(CCNC(=O)c2cnc3c(-c4ccc(F)cc4)c(C)nn3c2C)cc1OCC,-3%,nt,nt,0.4%,nt,nt,23%,11%,?
Cc1ccc(-n2c(=O)[nH]c3cc(C(=O)NC4CCN(Cc5ccccc5)CC4)ccc3c2=O)cc1,7%,-1%,-22%,-0.7%,-0.4,i,1%,1%,3%
COC(=O)c1ccc(CSc2cc(C)c3cc(C)cc(C)c3n2)o1,-10%,20%,15%,0.8%,-0.5,i,0%,0%,2%
COc1cccc(CN2CCCC(C(=O)N3CCCCC3)C2)c1OC (configuration not stated),-21%,8%,nt,0.2%,0.9,nt,-4%,1%,1%
O=C(Cn1c(=O)oc2ccccc21)NCCc1ccccc1,2%,2%,3%,-0.5%,-3.6,i,12%,-1%,-12%
Cc1ccc(C)c(N2C(=O)c3ccc(C(=O)OCC(=O)c4c(N)n(C)c(=O)n(C)c4=O)cc3C2=O)c1,1%,1%,-11%,0.3%[9.22 µM],0.2,i,-3%,4%,1%
COC(=O)c1cc(S(=O)(=O)Nc2ccc(C)cn2)c[nH]1,1%,9%,nt,0.0%,1.4,i,9%,0%,-3%
COc1cc(/C=C2\SC(c3ccc(C)cc3)=NC2=O)cc(OC)c1O,-15%,-1%,?,6.5%,1.3,?,26%,-20%,-16%

# Filtered by structure, those above with an aryl methoxy group
SMILES,HepG2 viability,EPAC2 ag,ATXN2 expr inh,Nrf2 ARE act,IL-2 act,ATXN viability,TGFb inhibitor,A549 viability,Nrf2 inh
COc1ccc(N2CCN(S(=O)(=O)CCNC(=O)c3ccc4c(c3)OCO4)CC2)cc1,4%,4%,5%,0.0%,0.4,i,14%,-6%,3%
CCCn1c(CCC(=O)O)ccc1-c1ccc(OC)cc1,-18%,9%,1%,0.6%,3.0,i,-1%,9%,-15%
COc1ccc(-c2oc3ncnc(NCCCO)c3c2-c2ccc(OC)cc2)cc1,-23%,6%,-31%,-0.4%,-0.8,i,?,-7%,?
COc1ccc(S(=O)(=O)N2CCOCC2)cc1NC(=O)COc1ccc2c(C)cc(=O)oc2c1,1%,-1%,-14%,-0.3%,-0.6,i,21%,-7%,-6%
COc1cccc(CN2CCCC(C(=O)N3CCCCC3)C2)c1OC (configuration not stated),-21%,8%,nt,0.2%,0.9,nt,-4%,1%,1%
COc1cc(/C=C2\SC(c3ccc(C)cc3)=NC2=O)cc(OC)c1O,-15%,-1%,?,6.5%,1.3,?,26%,-20%,-16%

# Entries shown so far containing an NH in an aromatic ring (2):
SMILES,HepG2 viability,EPAC2 ag,ATXN2 expr inh,Nrf2 ARE act,IL-2 act,ATXN viability,TGFb inhibitor,A549 viability,Nrf2 inh
Cc1ccc(-n2c(=O)[nH]c3cc(C(=O)NC4CCN(Cc5ccccc5)CC4)ccc3c2=O)cc1,7%,-1%,-22%,-0.7%,-0.4,i,1%,1%,3%
COC(=O)c1cc(S(=O)(=O)Nc2ccc(C)cn2)c[nH]1,1%,9%,nt,0.0%,1.4,i,9%,0%,-3%
